# PvdQ inh = P. aeruginosa PvdQ acylase inhibition. inhibition, % at 10 µM. purified PvdQ acylase, fluorescence plate reader. 0.063% of 340,000 active. AID 488965; in the data active = inhibition above about 30%, passing the limit was not always enough;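 also: 0% = vehicle neutral wells and 100% = reference inhibitor wells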
# PKA-R2B activ = activates the human PKA-R2B holoenzyme complex. PKA-R2B holoenzyme dissociation, Cy5-IP20 fluorescence polarization; R2B truncated from residue 108, S112A mutant; 0% DMSO only, 100% 113 µM cGMP. activation, % at 11.4 µM. P22694+P31323. 0.079% of 340,000 active;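 active = activation above a cutoff set at the mean over all compounds plus 3 SD, cut at about 18% in these data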;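 also: higher means more holoenzyme dissociation and a rise in polarization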
# Target sequence (P31323 whole entry, looked up, other chains not shown, the tested form may be a part): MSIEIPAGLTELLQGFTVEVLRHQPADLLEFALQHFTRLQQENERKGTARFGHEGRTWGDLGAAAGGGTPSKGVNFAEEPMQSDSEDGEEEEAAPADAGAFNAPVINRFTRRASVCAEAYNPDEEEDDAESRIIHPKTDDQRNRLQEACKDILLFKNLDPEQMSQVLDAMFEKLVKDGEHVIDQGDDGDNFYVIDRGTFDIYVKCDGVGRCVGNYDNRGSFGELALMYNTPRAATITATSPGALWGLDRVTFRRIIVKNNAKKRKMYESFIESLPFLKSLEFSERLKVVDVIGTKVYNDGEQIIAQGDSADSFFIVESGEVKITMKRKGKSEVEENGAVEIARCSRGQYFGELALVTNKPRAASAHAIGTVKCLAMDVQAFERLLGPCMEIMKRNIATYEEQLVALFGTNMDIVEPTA
# NSD2 HMT inh = blocks human histone methyltransferase NSD2 | O96028 | NSD2 peptide methylation, AlphaScreen, 120 min | inhibition, % at 12.5 µM | 0.54% of 310,000 active | AID 743445; in the data active = inhibition above about 50%
# C-LANA FP = blocks KSHV LANA C-terminal domain binding to DNA | MBP-C-LANA/FAM-LBS DNA binding, fluorescence polarization | inhibition, % at 9 µM | 0.078% of 340,000 active | AID 504423;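 active = highest replicate inhibition at or above 60% at 9 µM, even if other replicates fall short; inactive = all replicates below 60% inhibition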;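 also: 0% = neutral control wells and 100% = 4 µM acridine orange control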
# SR-BI DiI inh = blocks mouse SR-BI lipid uptake from DiI-HDL; Q61009; ldlA[mSR-BI] CHO cells, DiI-HDL uptake fluorescence, 3 h; inhibition, % at 12.5 µM; 0.96% of 320,000 active; AID 488896;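 active = mean replicate inhibition of at least 70% and a set share of replicates each scoring 70 or more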;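 also: 0% = median of neutral control wells and 100% = median of positive control wells; values of inactives mirror those of a sister screen read the other way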
# RTF Ca sens inh = cardiac RTF calcium desensitization | IANBD-labeled cardiac RTF, Ca2+ fluorescence | inhibition, % at 7.15 µM | 0.12% of 340,000 active;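 active = inhibition above the mean inhibition of all tested compounds plus 3 SD, cut at about 17% in these data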;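 also: assay run at fixed EC70 calcium of 1.6 mM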
# SR-BI uptake up = SR-BI HDL lipid transfer activation | activation, % at 12.5 µM | CHO ldlA[mSR-BI] cells, DiI-HDL uptake fluorescence, 3 h; 100 = double the neutral-control signal | 0.096% of 320,000 active | AID 504775;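 active = mean replicate activation of at least 60% and every replicate at or above 60%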;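 also: 0% = median plate neutral-control signal and 100% = twice that signal; values of inactives mirror those of a sister screen read the other way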
#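 System: CHO ldlA[mSR-BI] cells / Medium: HEPES-buffered (25 mM, pH 7.4) F12 plus 0.5% BSA / Probe or stimulus: labelled HDL, 10 µg/mL / Doses: single compound concentration, delivered by pin transfer / Schedule: 3 h, 37 °C / Measured by: DiI fluorescence, bottom read / Measure: cell-associated DiI fluorescence as measure of HDL uptake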
# Arrestin-AP2 inh = blocks beta-arrestin peptide binding to AP2 adaptin. 0.31% of 340,000 active. inhibition, % at 10 µM. FITC-arrestin peptide / GST-AP2 beads, flow cytometry; AP2 beta2 appendage carries R879A mutation;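 active = inhibition above a set limit, near 3 SD of compounds lacking own fluorescence, cut at about 54% in these data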;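 also: plate controls were DMSO wells for no effect and 5 µM unlabelled arrestin peptide for full effect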
#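 System: GST-AP2 R879A glutathione beads; medium: PBS, Tween 20 0.05%, BSA 0.1%; reagent: fluorescein-tagged arrestin peptide at 50 nM final; schedule: pre-incubation 12 min, peptide binding 1 h, room temperature; detection: flow cytometry, FL1 (488/535 nm); read-out: inhibition as reduced fluorescein signal on beads, percent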
# Keap1 Nrf2 FP = Keap1-Nrf2 (human) interaction inhibition. inhibition, % at 9.4 µM. 0.15% of 340,000 active. Q14145. Keap1 Kelch-Nrf2 peptide fluorescence polarization, 1536-well; in the data active = inhibition above about 12%;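 also: human Keap1 Kelch domain with fluorescein labeled Nrf2 9mer peptide probe; 0% = neutral control wells and 100% = peptide positive control; higher means more block of Keap1 binding to Nrf2 peptide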
# DAGLB inhibitor = blocks human DAGLB lipase activity; inhibition, % at 5.17 µM; HEK293T DAGLB membrane lysate, EnzChek fluorogenic substrate; Q8NCG7; 0.059% of 340,000 active; in the data active = inhibition above about 34%;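 also: 0% = enzyme with vehicle and 100% = wells lacking enzyme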
# Target sequence (Q8NCG7 whole entry, looked up): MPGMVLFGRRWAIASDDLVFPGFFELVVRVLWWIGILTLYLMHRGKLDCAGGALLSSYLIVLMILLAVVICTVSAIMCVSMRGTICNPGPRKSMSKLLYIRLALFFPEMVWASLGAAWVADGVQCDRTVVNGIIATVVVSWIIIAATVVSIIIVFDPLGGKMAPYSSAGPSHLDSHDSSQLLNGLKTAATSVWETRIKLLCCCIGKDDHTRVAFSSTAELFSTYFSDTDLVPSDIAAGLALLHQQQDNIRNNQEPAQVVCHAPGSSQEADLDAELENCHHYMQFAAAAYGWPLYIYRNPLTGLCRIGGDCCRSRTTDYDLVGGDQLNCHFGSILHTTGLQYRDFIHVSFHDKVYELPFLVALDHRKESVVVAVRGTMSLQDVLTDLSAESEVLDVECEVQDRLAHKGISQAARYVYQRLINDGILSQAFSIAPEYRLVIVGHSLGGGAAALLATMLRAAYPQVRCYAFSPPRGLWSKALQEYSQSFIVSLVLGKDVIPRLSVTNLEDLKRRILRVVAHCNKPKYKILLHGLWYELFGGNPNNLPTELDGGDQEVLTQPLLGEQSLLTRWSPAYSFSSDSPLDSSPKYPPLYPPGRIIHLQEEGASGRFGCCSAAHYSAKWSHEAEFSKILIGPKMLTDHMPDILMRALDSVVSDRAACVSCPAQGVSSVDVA
# Active calls of the source: *; / = not tested or not shown.
SMILES,PvdQ inh,PKA-R2B activ,NSD2 HMT inh,C-LANA FP,SR-BI DiI inh,RTF Ca sens inh,SR-BI uptake up,Arrestin-AP2 inh,Keap1 Nrf2 FP,DAGLB inhibitor
CC(=O)N1c2ccccc2C(=O)C1N(C)c1ccc(C)cc1 (configuration not stated),4,-2,0,-0.9,6,-5,-6,20,0,-2
CCOC(=O)CSc1nc2c(c(=O)[nH]1)C(C)(CC)Cc1ccccc1-2 (configuration not stated),-14,-6,-1,0.1,-7,-8,7,-10,1,0
COc1ccc(/C=N/n2cnc3c([nH]c4ccc(F)cc43)c2=O)cc1CSc1ccccn1,-4,3,11,1.7,-1,-1,1,5,3,2
CCOc1ccc(NC(=O)c2ccc3c(c2)OCCO3)cc1S(=O)(=O)N(CC)CC,-7,-7,-3,0.6,46,1,-46,-10,3,-1
CCN(CC)S(=O)(=O)c1cccc2nsnc12,-9,-3,-3,-0.1,24,-1,-24,-6,-4,0
CCN(CC)CCCNC(=O)C1CCC(CNS(=O)(=O)c2c(C)cc(C)cc2C)CC1 (configuration not stated),-17,-9,21,1.4,-12,-3,12,3,-3,-2
COc1ccc(CCN2C(=O)CC(NNc3ccc([N+](=O)[O-])cc3)C2=O)cc1OC (configuration not stated),-4,5,-3,0.5,15,-7,-15,14,2,-2
CCCCCCOc1ccc(OC(=O)c2cccnc2)cc1,-17,5,-1,-0.6,-5,-5,5,8,0,-5
COc1ccccc1N1CCN(C(=O)c2oc3cc(C)cc(C)c3c2C)CC1,-12,3,-2,1.0,7,6,-7,3,-3,12
CC1(C)NC(=O)N(CN2C(=O)NC(C)(C)C2=O)C1=O,-13,-8,0,-0.8,3,-2,-3,-2,-3,1
Nc1ccccc1NC(=O)CCn1c(=S)[nH]c2ccccc2c1=O,7,-15,1,-2.5,8,0,-8,-28,-5,1
COc1ccc(NC(=O)CC2SC3=NCCN3C2=O)cc1 (configuration not stated),-9,4,-3,1.4,-3,-15,3,11,-2,2
CCC(C)C(=O)Nc1nc(-c2ccc3c(c2)NC(=O)CO3)cs1 (configuration not stated),-16,-1,0,0.5,37,-10,-37,-3,-1,3
Cc1cc(NC(=O)CCC(=O)N(c2ccc(F)cc2)C2(C(=O)NC3CCCCC3)CCCC2)no1,0,-5,8,6.2,8,-5,-8,-1,-7,0
CC(CC(=O)NNC(=O)c1cccc(Cl)c1)c1ccccc1 (configuration not stated),-4,5,-2,-0.1,2,-6,-2,6,-2,0
CCN(C[C@H]1N[C@@](CC)(C(=O)OC)[C@H]2C(=O)N(C)C(=O)[C@@H]12)C(=O)C1CCCCC1,8,5,/,0.4,-18,-6,18,33,-2,-3
Cc1ccc2nc(-c3ccc(Br)o3)oc(=O)c2c1,0,-7,-1,-0.3,-4,-4,4,5,4,-8
COC(=O)COc1ccc(S(=O)(=O)N2CCN(c3ccc(F)cc3)CC2)cc1,-10,9,1,0.8,-17,-11,17,6,-1,11
COc1ccc(C(CNC(=O)c2ccccc2SC)N(C)C)cc1 (configuration not stated),-11,-4,20,-0.9,8,0,-8,0,-2,-3
COc1ccc(C2/C(=C(/O)c3ccc(C)cc3)C(=O)C(=O)N2C)cc1 (configuration not stated),4,7,-3,0.2,-30,13,30,-56,3,2
CSc1cccc(NC(=O)CC(C)n2ccnc2)c1 (configuration not stated),-14,2,-1,-3.0,-16,-4,16,-4,-3,-1
Cc1ccc(C2=[N+]([O-])C(C)N(O)C2(C)C)o1 (configuration not stated),-15,0,0,-1.7,1,-6,-1,4,0,2
Cc1ccc(S(=O)(=O)NC(=O)c2cc(C)n(CCCn3ccnc3)c2C)cc1,-11,5,-1,0.1,-2,-3,2,1,0,-1
O=C(O)CN1C(=O)SC(Nc2ccccc2C(=O)O)C1=O (configuration not stated),-16,-11,-1,-1.6,-26,-10,26,-2,1,-5
O=S(=O)(c1ccccc1)c1cnn(-c2ccccc2)c1-c1ccc(F)cc1,-1,-8,-2,1.7,-6,4,6,6,-8,-4
O=C(NNS(=O)(=O)c1ccc(F)cc1)C1CCCCC1,2,0,12,-1.4,/,-1,/,7,1,-1
Cc1ccc2cc(C(c3nnnn3C3CCCC3)N3CCN(c4ccccc4)CC3)c(=O)[nH]c2c1 (configuration not stated),-8,-2,0,-1.2,15,0,-15,1,-8,8
Cc1ccc(CN2CC(C(=O)Nc3cc(C)ccn3)CC2=O)cc1 (configuration not stated),-2,-4,-2,1.0,1,-2,-1,0,3,-1
COc1ccc(OC)c(C(=O)NC2CC(C)(C)Cc3c2cnn3-c2ccccc2)c1 (configuration not stated),10,-2,2,0.3,49,0,-49,12,3,-2
CC(C)CCOC(=O)C[N+](C)(C)CCOC1CC2CCC1(C)C2(C)C (configuration not stated),3,1,-1,-1.9,-29,-4,29,16,-3,3
CC(C)(C)OC(=O)N1CC(O)CC1C(=O)OCC(=O)c1ccc(-c2ccccc2)cc1 (configuration not stated),-7,2,-4,1.3,15,-1,-15,-20,-6,-2
Cc1ccc(C(=O)CSc2nc3ccccc3o2)cc1,8,-8,-8,3.7,-21,-2,21,22,0,-23
O=C(CCN1C(=O)S/C(=C\c2cccs2)C1=O)NC1=NCCS1,-3,-11,0,0.4,11,-12,-11,13,2,2
CCN(C(=O)COC(=O)c1c(C)nsc1NC)c1ccccc1,-20,-2,-2,0.5,3,-3,-3,-3,-7,-2
O=C(Nc1ccon1)c1ccc(Cl)s1,19,-8,0,-0.5,4,-2,-4,22,-5,3
CC(C)Oc1ccc(S(=O)(=O)N2CCCCC2)cc1NC(=O)C1CCC1,0,1,-1,-0.6,-20,-3,20,4,2,-4
COC(=O)c1ccc2nc(NC(=O)C(C)C)sc2c1,4,0,-1,0.2,36,-2,-36,25,3,-5
Cc1ccc(SCC(=O)Nc2nnc(-c3ccco3)o2)cc1,-7,-12,-1,-1.3,-20,-5,20,-3,-7,3
CC(=O)c1c(C)[nH]c(C(=O)N2CCN(c3ncccn3)CC2)c1C,1,2,/,-1.4,-20,-4,20,17,3,-1
COc1ccc(-c2nnc(N(C)C(=O)c3ccno3)s2)cc1,-7,3,-3,-0.5,-2,-49,2,1,-2,-7

# Compound profiles, from the list above:
# Results for COc1ccc(CCN2C(=O)CC(NNc3ccc([N+](=O)[O-])cc3)C2=O)cc1OC (configuration not stated) = PvdQ inh = -4; PKA-R2B activ = 5; NSD2 HMT inh = -3; C-LANA FP = 0.5; SR-BI DiI inh = 15; RTF Ca sens inh = -7; SR-BI uptake up = -15; Arrestin-AP2 inh = 14; Keap1 Nrf2 FP = 2; DAGLB inhibitor = -2
# Results for CCN(CC)CCCNC(=O)C1CCC(CNS(=O)(=O)c2c(C)cc(C)cc2C)CC1 (configuration not stated) = PvdQ inh = -17; PKA-R2B activ = -9; NSD2 HMT inh = 21; C-LANA FP = 1.4; SR-BI DiI inh = -12; RTF Ca sens inh = -3; SR-BI uptake up = 12; Arrestin-AP2 inh = 3; Keap1 Nrf2 FP = -3; DAGLB inhibitor = -2

# Additional records.
SMILES,PvdQ inh,PKA-R2B activ,NSD2 HMT inh,C-LANA FP,SR-BI DiI inh,RTF Ca sens inh,SR-BI uptake up,Arrestin-AP2 inh,Keap1 Nrf2 FP,DAGLB inhibitor
CCCCn1c(-c2ccc(Cl)c(Cl)c2)nc2cc3[nH]c(=O)c(C(C)C)nc3cc21,5,-4,/,0.0,18,-4,-18,18,-1,-2
CC(C)(C)OC(=O)C[C@@H]1C/C=C\C[C@@H](CC(=O)N(CCO)Cc2ccccc2)C(=O)N2CCC[C@@H]2COC1=O,-7,-2,/,5.1,-5,14,5,0,-3,-2
CCN1CCN(CC(=O)Nc2ccc(N(C)C)cc2)CC1,2,-1,3,-0.8,-3,-3,3,1,-1,-1
COc1ccc(NS(=O)(=O)c2ccc(Br)s2)cc1OC,-15,-1,2,0.9,10,-11,-10,-2,0,-1
CC(C)C1=C2OC(N)=C(C#N)C(C#N)=C2C(C)CC1 (configuration not stated),-11,-3,29,10,-25,-19,25,5,1,-1
Cc1cc(NC(=O)Cc2ccccc2)no1,5,-8,0,1.0,-2,-6,2,2,-2,-1
CCOc1cc(C=O)ccc1OCC(=O)NC(C)(C)C,-20,-2,-2,1.3,-30,-13,30,-3,0,0
Cc1cc(Oc2ccc([N+](=O)[O-])cc2)nc(N2CCOCC2)n1,-9,-2,-1,3.2,21,3,-21,-7,0,-1
Cc1ccc2nc(N(CCN(C)C)C(=O)/C=C/c3cccs3)sc2c1,0,4,1,0.8,24,-6,-24,15,1,-8
Cc1[nH]n(-c2ccccc2)c(=O)c1N=Nc1cccc(Cl)c1,-15,-2,-3,1.6,6,-5,-6,-11,1,-2
COCCn1c(-c2ccccc2)csc1=Nc1cccnc1,4,/,22,-0.8,-13,/,13,36,3,/
Nc1nnc(SCC(=O)c2ccco2)s1,-6,3,3,1.2,-24,0,24,-2,-2,1
CCOC(=O)CNC(=O)CSc1nnc(-c2ccco2)n1Cc1ccco1,-18,15,1,-0.9,-42,-8,42,9,-5,-1

# Structures listed so far that have an NH in an aromatic ring (7):
SMILES,PvdQ inh,PKA-R2B activ,NSD2 HMT inh,C-LANA FP,SR-BI DiI inh,RTF Ca sens inh,SR-BI uptake up,Arrestin-AP2 inh,Keap1 Nrf2 FP,DAGLB inhibitor
CCOC(=O)CSc1nc2c(c(=O)[nH]1)C(C)(CC)Cc1ccccc1-2 (configuration not stated),-14,-6,-1,0.1,-7,-8,7,-10,1,0
COc1ccc(/C=N/n2cnc3c([nH]c4ccc(F)cc43)c2=O)cc1CSc1ccccn1,-4,3,11,1.7,-1,-1,1,5,3,2
Nc1ccccc1NC(=O)CCn1c(=S)[nH]c2ccccc2c1=O,7,-15,1,-2.5,8,0,-8,-28,-5,1
Cc1ccc2cc(C(c3nnnn3C3CCCC3)N3CCN(c4ccccc4)CC3)c(=O)[nH]c2c1 (configuration not stated),-8,-2,0,-1.2,15,0,-15,1,-8,8
CC(=O)c1c(C)[nH]c(C(=O)N2CCN(c3ncccn3)CC2)c1C,1,2,/,-1.4,-20,-4,20,17,3,-1
CCCCn1c(-c2ccc(Cl)c(Cl)c2)nc2cc3[nH]c(=O)c(C(C)C)nc3cc21,5,-4,/,0.0,18,-4,-18,18,-1,-2
Cc1[nH]n(-c2ccccc2)c(=O)c1N=Nc1cccc(Cl)c1,-15,-2,-3,1.6,6,-5,-6,-11,1,-2

# Screening results as filed in PubChem BioAssay.
